# Screening results deposited in PubChem BioAssay by National Center for Advancing Translational Sciences (NCATS).
# HEK293 viab = counter-screen for SNCA expression inhibitors: cell viability; HEK-293-SNCA-luc viability, GF-AFC fluorescence, 24 h; Potency, µM (series often up to 57.1 µM), inactives show at the highest dose activity change, negative = cytotoxicity, usual class: cytotoxic; hit rate 0.12% among 150,000; AID 1671193;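 further: potency means the concentration at half of the fitted maximal effect; 0% = DMSO-treated cells and -100% = medium-only wells without cells; nearly all actives have a fitted effect of over 30% in size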
#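 Cytotoxicity counterscreen: after 24 h compound treatment of genome-edited SNCA-luciferase HEK-293 cells, live-cell protease substrate GF-AFC read by fluorescence after 30 min; activity scaled between DMSO (0%) and medium-only (-100%), curves Hill-fitted.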
# IP6K1 inh = blocks human inositol hexakisphosphate kinase 1; IP6K1 kinase, ADP-Glo luminescence, 2 h; active compounds read low; activity change, % (series mostly up to about 58 µM); hit rate 0.81% among 140,000; AID 1645851; in the data active means activity change below about -25%
#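 ADP-Glo luminescence measures ADP made by human IP6K1 during a 2 h RT reaction with ATP/IP6 (mix at 1.3 mM/130 uM); top library doses 57.5 and 19.1 uM final.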
# GPT2 inh = blocks human glutamate pyruvate transaminase 2; Q8TD30; AID 1671188; Potency, µM (top dose mostly 57.7 µM), without a hit: top-dose activity change, negative = inhibition, most hits filed as inhibitors; hit rate 0.25% among 100,000; Recombinant GPT2, coupled pyruvate oxidase/HRP Amplex Red fluorescence; further: potency means the concentration at half of the fitted maximal effect; nearly all actives have a fitted effect of over 60% in size; many of its hits are not listed in these tables
# Target sequence (Q8TD30 whole entry, looked up): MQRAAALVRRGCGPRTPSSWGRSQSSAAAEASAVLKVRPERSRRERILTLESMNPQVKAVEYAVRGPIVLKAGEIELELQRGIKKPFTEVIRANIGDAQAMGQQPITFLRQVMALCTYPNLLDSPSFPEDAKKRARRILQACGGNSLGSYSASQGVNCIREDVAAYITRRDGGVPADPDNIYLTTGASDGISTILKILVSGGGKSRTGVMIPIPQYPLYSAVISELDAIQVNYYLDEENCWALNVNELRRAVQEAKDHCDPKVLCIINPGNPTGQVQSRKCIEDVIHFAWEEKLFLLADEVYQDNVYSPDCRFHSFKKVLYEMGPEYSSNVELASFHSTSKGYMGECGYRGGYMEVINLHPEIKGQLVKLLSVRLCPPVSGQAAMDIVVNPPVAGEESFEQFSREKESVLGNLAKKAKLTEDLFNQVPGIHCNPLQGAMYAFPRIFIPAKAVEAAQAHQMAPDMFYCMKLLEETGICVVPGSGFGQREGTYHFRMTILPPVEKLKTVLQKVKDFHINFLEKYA
#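 Fluorescence read-out: pyruvate from GPT2 turnover coupled to pyruvate oxidase, HRP and Amplex Red (0.2mM ThPP, 0.2U/mL PO and HRP, 50uM Amplex final). Substrates 250uM a-KG, 2mM L-alanine; enzyme 10ng/uL; 30 min RT.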
# NIH3T3 tox = cytotoxic compounds in NIH 3T3 cells | NIH 3T3 viability, CellTiter-Glo ATP luminescence, 48-72 h | Potency, µM (titrated, usually from 96.7 µM), for inactives: top-dose activity change, negative = cytotoxicity, actives largely listed as inhibitors | hit rate 4.3% among 94,000 | AID 1345082; further: potency means the concentration at half of the fitted maximal effect; nearly all actives have a fitted effect of over 55% in size
#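 Viability of NIH 3T3 cells after 48 or 72 hr compound treatment at 37 °C was assessed by CellTiter-Glo, with luminescence imaged following a 10 min room-temperature step.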
# HEK293 tox = kills HEK 293 cells; HEK 293 viability, ATP luminescence (CellTiter-Glo), 48-72 h; Potency, µM (doses to about 115 µM), without a hit: at the highest dose activity change, negative = cytotoxicity, usual class: inhibitors; hit rate 6.6% among 94,000; AID 1345083; further: potency means the concentration at half of the fitted maximal effect; nearly all actives have a fitted effect of over 60% in size
#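 Read-out: CellTiter-Glo ATP luminescence. Cells: HEK 293, 250 cells/well. Exposure: 48 or 72 hr, 37 degree Celsius.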
# FLuc inh = Photinus pyralis luciferase inhibition. P08659. purified P. pyralis luciferase, luminescence, biochemical. Potency, µM (titrated, usually from 115 µM), inactives show at the highest dose activity change, negative = inhibition, actives largely listed as inhibitors. hit rate 2.5% among 76,000. AID 1347043; further: potency means the concentration at half of the fitted maximal effect; nearly all actives have a fitted effect of over 65% in size
# Target sequence (P08659 whole entry, looked up): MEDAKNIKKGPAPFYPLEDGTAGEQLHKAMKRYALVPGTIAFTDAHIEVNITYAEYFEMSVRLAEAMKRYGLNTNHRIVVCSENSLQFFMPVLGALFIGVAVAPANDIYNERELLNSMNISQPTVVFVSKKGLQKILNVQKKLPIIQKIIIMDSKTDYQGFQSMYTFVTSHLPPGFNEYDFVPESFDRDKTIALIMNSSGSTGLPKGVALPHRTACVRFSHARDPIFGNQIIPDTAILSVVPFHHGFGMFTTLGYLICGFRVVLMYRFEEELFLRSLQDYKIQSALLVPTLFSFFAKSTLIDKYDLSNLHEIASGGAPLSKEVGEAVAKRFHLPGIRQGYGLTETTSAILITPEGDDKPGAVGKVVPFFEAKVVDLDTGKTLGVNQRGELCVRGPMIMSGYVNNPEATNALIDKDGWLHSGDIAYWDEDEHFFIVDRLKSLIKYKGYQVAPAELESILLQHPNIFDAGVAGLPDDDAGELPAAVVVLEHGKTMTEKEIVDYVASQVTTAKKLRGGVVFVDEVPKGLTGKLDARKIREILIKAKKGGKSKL
#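 Purified P. pyralis luciferase (10nM final) in 50mM Tris acetate pH 7.5, 10mM Mg acetate, 0.01% Tween-20, 0.05% BSA with 10uM D-luciferin and 10uM ATP. Compounds titrated qHTS. Luminescence imaged on CCD.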
# SNCA expr inh = inhibitors of alpha-synuclein (SNCA) gene expression; HEK-293 SNCA-luciferase knock-in, luminescence, 24 h; hit rate 0.17% among 140,000; Potency, µM (series often up to 57.2 µM), inactives show at the top dose activity change, negative = inhibition, hits mostly inhibitors; AID 1671194;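 further: potency means the concentration at half of the fitted maximal effect; plate controls were DMSO cells for no effect and cell-free wells for full effect; nearly all actives have a fitted effect of over 45% in size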
# * = called active by the depositor; i = inactive; ? = inconclusive; . = no result given; [ ] = dose if it differs, or a comment. Unless noted, the call rests on the fitted dose curve; in most records, active means well fitted curve in the direction sought with a large enough effect; inconclusive means small, poorly fitted or top-dose-only effect, or another doubt; inactive means no such curve, though single readings can be large; an effect the other way counts as inactive or inconclusive. Unless noted, on the % scale 0 is the no-effect control and ±100 the full control effect. Only part of the results is shown, so the mix of outcomes need not match the whole.
# Values run as follows: HEK293 viab	GPT2 inh	SNCA expr inh	IP6K1 inh	FLuc inh	NIH3T3 tox	HEK293 tox
Cc1ccc2oc3c(c(=O)c2c1)C(c1ccc(F)cc1)N(c1nc(C)c(C)s1)C3=O (stereo not given)
→ 5%	.	21%	6	.	.	.
COc1ccc(-c2cc(N3CCN(C(=O)c4ccc(OC)c(F)c4)CC3)n[nH]2)cc1
→ 1%	i	3%	12	-10%	?	?
CCOC(=O)[C@@H]1CN(C(=O)c2ccc(C(F)(F)F)cc2)[C@H]2c3cccc(F)c3O[C@@H]12
→ .	.	.	1	.	?	?
CC(c1cccs1)N(C)CC1CCCCC1 (stereo not given)
→ -6%[87.6 µM]	i	2%[87.6 µM]	-1	1%[230 µM]	i	3%[230 µM]
O=C(Nc1ccc(C2(C(=O)N3CCN(c4ccccn4)CC3)CCCCC2)cc1)C1CC1
→ 3%	i	3%	-10	-7%	?	?
CC(C)Cn1c(=O)c2sccc2n2c(CCCC(=O)NCC(C)c3ccccc3)nnc12 (stereo not given)
→ ?	.	-3%	29	.	.	.
CN1CCN(c2nc3c(S(=O)(=O)c4ccc(Cl)cc4)nnn3c3ccsc23)CC1
→ ?	.	-5%	2	.	.	.
COc1ccc(C(=O)NC2CCN(c3cc(-c4ccc(F)cc4)[nH]n3)CC2)c(OC)c1
→ -17%	-21%	1%	-1	2%	?	?
N#CC1CCN(C(=O)CNC(=O)c2ccc(-c3cnc4ccccc4c3)cc2)CC1
→ -18%	-18%	-17%	-4	.	?	?
COc1cccc(-c2nnc(SCC(=O)N3CCc4ccccc43)o2)c1
→ 2%	.	5%	0	.	.	.
CC(C)CNC(=O)N1CCC(Nc2cccnc2)C1 (stereo not given)
→ 3%	-4%	1%	7	-3%	4%	10%
CC(=O)N(C1CCOCC1)C1CCN(S(=O)(=O)c2ccccc2)CC1
→ 10%	i	1%	-5	-4%	-19%	-4%
O=C(Cn1ccn2nc(-c3ccc(F)cc3)c(CO)c2c1=O)N1CCC(Cc2ccccc2)CC1
→ -6%	i	-13%	0	7%	-7%	-3%
CC(C)CCN1CCn2c(nn(-c3cccc(Cl)c3)c2=O)C1
→ 3%	-11%	133%[activator]	2	.	?	?
NC(=O)CNC(=O)C1=C[C@@H](NS(=O)(=O)c2cccc(C(F)(F)F)c2)[C@@H](O)[C@H](O)C1
→ -6%	3%	-1%	2	-9%	1%	-2%
Cc1nc2cccnc2n1-c1cccc(C(=O)NCc2cccc(Cl)c2)c1
→ -26%	.	?	12	.	.	.
O=C(CCc1nnn2c1CN(C(=O)c1ccccc1F)CC2)N1CCOCC1
→ ?	i	-10%	-1	-9%	1%	i
CC(O)(C(=O)O)C1CCC2(C)C1CCC1(C)C2CCC2C3(C)CCC(O)C(C)(COC4OC(CO)C(O)C(O)C4O)C3CCC21C (stereo not given)
→ -6%[23.9 µM]	?	.	21	.	.	.
CC(C)CNC(=O)N1CC(Oc2ccccc2-c2nc(-c3ccccc3)no2)C1
→ -11%	-7%	5%	-8	?	?	?
COc1cccc(CCn2ccnc2-c2cc3n(n2)CCCNC3)c1OC
→ 6%	-9%	8%	15	3%	-31%	-13%

# In a second layout: two of the compounds above.
SMILES: CC(=O)N(C1CCOCC1)C1CCN(S(=O)(=O)c2ccccc2)CC1
  HEK293 viab: 10%
  GPT2 inh: i
  SNCA expr inh: 1%
  IP6K1 inh: -5
  FLuc inh: -4%
  NIH3T3 tox: -19%
  HEK293 tox: -4%
SMILES: CC(C)CNC(=O)N1CC(Oc2ccccc2-c2nc(-c3ccccc3)no2)C1
  HEK293 viab: -11%
  GPT2 inh: -7%
  SNCA expr inh: 5%
  IP6K1 inh: -8
  FLuc inh: ?
  NIH3T3 tox: ?
  HEK293 tox: ?

# Next structures:
# Values run as follows: HEK293 viab	GPT2 inh	SNCA expr inh	IP6K1 inh	FLuc inh	NIH3T3 tox	HEK293 tox
COc1ccc(NC(=O)c2cc3c([nH]c2=O)CC(c2ccccc2)CC3=O)cc1 (stereo not given)
→ 10%	.	-23%	9	.	.	.
O=C(COc1ccccc1)N1CCCC(c2nc(C3CCOCC3)no2)C1 (stereo not given)
→ -4%	i	7%	-9	0%	-18%	1%
CC(C)NC(=O)N[C@H]1C[C@H]2C(=O)NC[C@@H](CCC(=O)NC3CC3)N2C1
→ 9%[87.6 µM]	i	19%[87.6 µM]	4	-11%[172 µM]	-15%[138 µM]	-13%[172 µM]
Cc1ccc(Cn2cc(C(=O)c3ccc(F)cc3)c(=O)c3cc4c(cc32)OCCO4)cc1
→ -3%	.	7%	-5	.	.	.
O=C(c1ccc(N2CCCC(O)C2)nc1)N1CCC(CCc2ccccc2)CC1 (stereo not given)
→ 6%	i	4%	-7	6%	?	?
O=C(O)CN1CCC[C@]2(C(=O)O)CN(Cc3cccc(O)c3)CC[C@@H]12
→ 0%	-8%	3%	11	-1%	-3%	-8%
COc1ccccc1CN1CCC(CNS(=O)(=O)c2cc(-c3onc(C)c3C)ccc2OC)CC1
→ -17%	.	-17%	7	.	.	.
Cc1cn2nc(-c3nc(C4CCCN(C(=O)c5ccccc5F)C4)no3)cc2c(=O)[nH]1 (stereo not given)
→ 4%	-2%	28%	12	?	-23%	?
O=[S+]([O-])(NCC1CN(Cc2ccc3c(c2)CCO3)CC12CN(c1ccccc1)C2)c1ccccc1 (stereo not given)
→ 3%	-6%	-9%	12	-3%	?	?
CS(=O)(=O)N1CCc2cc(S(=O)(=O)NCc3ccccc3Cl)ccc21
→ 15%	.	27%	1	.	.	.
COc1ccc(Cl)cc1S(=O)(=O)N1CCC2(CCCNC2)C1 (stereo not given)
→ -28%	1%	23%	5	5%	-12%	?
CCC(Sc1nnc2c3ccccc3n(C)c2n1)C(=O)Nc1nnc(C(C)C)s1 (stereo not given)
→ -2%	.	23%	40	.	.	.
CCOc1ccc(C(=O)NC2CCCN(c3cc(-c4ccccc4)[nH]n3)C2)cc1 (stereo not given)
→ -18%	?	28%	4	?	?	?
COc1cccc(CNC(=O)CN2C(=O)N(c3c(C)cccc3C)S(=O)(=O)c3ccccc32)c1OC
→ ?	.	-4%	19	.	.	.
COc1ccc2c(c1)CC(C(=O)Nc1cc(OC)c(OC)c(OC)c1)CO2 (stereo not given)
→ -8%	.	16%	-2	.	.	.
O=C(CSc1nc(-c2ccccc2)no1)N1CCN(c2ccccc2)CC1
→ -3%	.	?	17	.	.	.
CCN(C(=O)c1nn(-c2ccc(OC)c(Cl)c2)c(=O)c2c1c1ccccc1n2C)c1cccc(C(F)(F)F)c1
→ 5%	.	12%	-6	.	.	.
O=C1CC2(CCN(C(=O)C3CCN(C(=O)C4CC4)CC3)CC2)Oc2ccccc2N1
→ 4%	-22%	-12%	27	.	0%	i
CN(c1cc(=O)c2ccnc(-c3cccc(C(F)(F)F)c3)c2o1)C1CCOCC1
→ 0%[87.6 µM]	i	7%[87.6 µM]	-34*	-3%[172 µM]	13µM*	-19%[172 µM]
CNC(=O)C(=O)N1C[C@H](C(=O)NC)[C@H]2c3ccccc3N(CCOC)C(=O)[C@]21C
→ 9%[23.9 µM]	-4%[27.3 µM]	-2%[25.6 µM]	-8	.	?	?
Cc1ccc(CNC(=O)c2c(-c3ccc(Br)cc3)noc2C)o1
→ -1%	.	1%	-4	.	.	.
CC1(C)[C@H](Cc2cc(CO)on2)C[C@@H]1NS(=O)(=O)c1ccc(F)cc1
→ 1%[87.6 µM]	-2%[88.5 µM]	13%[87.6 µM]	13	3%[172 µM]	?	-25%[172 µM]
COc1ccccc1NC(=O)C1=C(C)Nc2nc(-c3ccco3)nn2C1c1ccccc1F (stereo not given)
→ ?	.	-24%	4	.	.	.
Cn1nc(C2CCN(C(=O)Cc3ccc(Cl)cc3)CC2)[nH]c1=O
→ -7%[87.6 µM]	3%	5%	-5	-2%[172 µM]	-6%	-19%
Cc1cc(C(F)(F)F)n(CC(C)CNc2ncncn2)n1 (stereo not given)
→ -4%	-16%	-21%	-10	3%	-11%	i
COc1cccc([S+](=O)([O-])N2CCC3(CC(c4cccc(C(F)(F)F)c4)=NO3)C2)c1 (stereo not given)
→ -2%	-18%	-10%	11	.	-24%	-28%
CCc1cccc(-n2nnnc2N2CCN(C(=O)Cc3ccc(C)c(F)c3)CC2)c1
→ -6%	2%	-5%	14	.	?	?
CCC(C)NC(=O)CSc1nc2cc3c(cc2c(=O)n1CCCC(=O)NCCc1ccc(OC)c(OC)c1)OCO3 (stereo not given)
→ -1%	.	-3%	-2	.	.	.
O=C(O)CCC(=O)N[C@H]1CO[C@H]2[C@@H]1OC[C@@H]2n1nnnc1Oc1ccc2c(c1)OCO2
→ 2%[87.6 µM]	-31%[88.5 µM]	1%[87.6 µM]	9	9%[172 µM]	-4%[174 µM]	-5%[172 µM]
Cc1ccccc1C(=O)N1CCN(C(=O)c2nc3cccnc3n(CCc3ccccc3)c2=O)CC1
→ 8%	-4%	1%	19	.	-29%	?
Cc1ncnc(N2CCC(CO)(Cc3ccccc3C(F)(F)F)CC2)c1C
→ ?	3%	-19%	4	4%	?	40µM*
CCNc1cc(N2CCN(C3CCCCC3)CC2)c2noc3c2c1C(=O)c1ccccc1-3
→ -21%	.	-6%	6	.	.	.
Cc1nn(C)c2c1c(C(F)(F)F)cc(=O)n2CC(=O)NC(C)(C)C
→ 3%	.	-25%	-7	.	.	.
Cc1ccc(Cl)cc1N1CCN(C(=O)Cn2nc(C)c3sc4ccccc4c3c2=O)CC1
→ 4%	.	-7%	24	.	.	.
COc1ccccc1-c1nnc2ccc(C(=O)NCc3ccc(F)cc3)cn12
→ 5%	i	-20%	-7	.	-28%	?
COc1cc(OC)cc(-c2nn(-c3ccc(C)cc3C)c(OC(C)=O)c2-c2ccc(NC(C)=O)cc2)c1
→ -19%	13µM*	-25%	-17	-2%	?	?
CCCn1cc(S(=O)(=O)c2ccccc2)c(=O)c2cc(F)c(N3CCCC3)cc21
→ 5%	.	-15%	5	.	.	.
O=C(C1CCOCC1)N1CCC(c2noc(-c3ccccn3)n2)C1 (stereo not given)
→ 6%	i	-17%	2	-3%	3%	4%
Cc1ccc(NC(=O)Cn2cc(C(=O)C3CC3)c3ccccc32)c(C)c1
→ 8%	.	3%	-5	.	.	.
Cc1cccc(C(=O)Nc2nnc(S(=O)(=O)N(C)Cc3ccco3)s2)c1
→ 21%	.	32%[activator]	-15	.	.	.
CSc1ccc(-c2cccc(C(=O)NCC(=O)NCC3CC3)c2)cc1
→ -5%	-6%	33%[activator]	10	.	?	?
O=C(c1ccc2c(c1)N(Cc1cccc(Cl)c1)C(=O)c1ccccc1S2(=O)=O)N1CCCC1
→ 1%	.	-29%	-14	.	.	.
COc1ccc(CC(=O)N2[C@@H]3CC[C@H]2CC(NC(=O)c2ccc(F)cc2)C3)cc1OC (stereo not given in full)
→ 9%	0%	-16%	-1	-7%	-18%	i
